High-throughput results as filed in PubChem BioAssay.
Candida biofilm: kills Candida albicans biofilms | C. albicans biofilm + clotrimazole, Alamar Blue | hit rate 0.14% among 85,000 | inhibition, % at 6 µM;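 active means inhibition above 20%; inactive means inhibition below 20%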;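 further: preformed 24 hr biofilms exposed to compound for 48 hr; 0% = biofilm without compound and 100% = blank killed by clotrimazole plus chlorhexidine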
Smad3 FoxH1 inh: inhibitors of human Smad3 transcription factor binding. hit rate 0.29% among 88,000. inhibition, % at 25 µM. P84022. TR-FRET Smad3/Dy647-FoxH1 peptide binding, europium anti-His;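 active means compounds that reduce the energy-transfer binding signal between the protein and its labelled peptide by more than half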;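 further: 0% = Smad3 plus labelled peptide maximal FRET and 100% = peptide-only background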
HUVEC tox IL1B: HUVEC cytotoxicity counter-screen, IL-1B stimulated; HUVEC cell count loss, Hoechst imaging; cell count reduction, % at 2 µM; hit rate 0.41% among 94,000; AID 845;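 active means cell count reduction more than 3 SD above the screen-wide mean, cut at about 70% in these data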;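 further: normalized per plate to untreated control cells as the no-loss baseline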
VCAM1 TNFa inh: reduces TNF alpha induced VCAM1 expression in HUVEC | hit rate 0.48% among 95,000 | HUVEC TNFa-induced VCAM-1 immunofluorescence, high-content imaging | inhibition, % at 2 µM;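 active means inhibition above the batch mean plus 3 SD, with images confirmed as a hit by eye, cut at about 37% in these data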;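 further: 0% = TNF-stimulated DMSO wells and 100% = unstimulated control wells; not every result past the cut was called active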
cytoskel mod: modifiers of cytoskeleton assembly. hit rate 0.18% among 91,000. inhibition, % at 2 µM. HUVEC TNFa F-actin phalloidin imaging, high content. AID 836;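 active means inhibition above the batch mean plus 3 SD and confirmed as a hit by visual image inspection, cut at about 30% in these data, passing the limit was not always enough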; further: strong numbers were not always called active
MT1-MMP txn act: activates MT1-MMP transcription; HT1080 MT1-MMP promoter luciferase reporter, luminescence, overnight; hits give high values; activation factor at 10 µM; hit rate 0.16% among 86,000;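 active means activation factor of at least 2 for MT1-MMP transcription at 10 µM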
HUVEC tox TNFa: toxic to HUVEC cells under TNF alpha stimulation. HUVEC TNFalpha-stimulated, Hoechst cell count, imaging. cell count reduction, % at 2 µM. hit rate 0.17% among 93,000. AID 848;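 active means cell count reduction exceeding the screen mean by over 5 SD, scaled to untreated wells per plate, cut at about 78% in these data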;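 further: cells counted after 24 h of TNF alpha exposure following the 1 h pretreatment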
hDAT+cocaine: modulates human dopamine transporter uptake under cocaine; hit rate 1.3% among 110,000; Q01959; AID 449768; B-score at 10 µM; LLC-PK1 hDAT cells, [14C]-dopamine uptake with cocaine IC80; actives deviate in either direction;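 active means Z score or B-score, a plate-position-corrected score, falls beyond the plate's 99.7% confidence bounds, in either direction; inactive means both scores lie inside the 99.7% bounds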;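 further: scored against the spread of the other compound wells on the same plate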
PTPN22 inh 2: LYP (human) phosphatase inhibition; Q9Y2R2; recombinant LYP catalytic domain, DiFMUP fluorescence; inhibition, % at 2 µM; hit rate 0.21% among 96,000; AID 640;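 active means inhibition at 2 µM at or above a set limit, the screen mean plus 3 SD, cut at about 24% in these data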;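 further: 0% = DMSO with enzyme and 100% = enzyme fully blocked by orthovanadate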
Target sequence (Q9Y2R2 whole entry, looked up, the tested form may be a part): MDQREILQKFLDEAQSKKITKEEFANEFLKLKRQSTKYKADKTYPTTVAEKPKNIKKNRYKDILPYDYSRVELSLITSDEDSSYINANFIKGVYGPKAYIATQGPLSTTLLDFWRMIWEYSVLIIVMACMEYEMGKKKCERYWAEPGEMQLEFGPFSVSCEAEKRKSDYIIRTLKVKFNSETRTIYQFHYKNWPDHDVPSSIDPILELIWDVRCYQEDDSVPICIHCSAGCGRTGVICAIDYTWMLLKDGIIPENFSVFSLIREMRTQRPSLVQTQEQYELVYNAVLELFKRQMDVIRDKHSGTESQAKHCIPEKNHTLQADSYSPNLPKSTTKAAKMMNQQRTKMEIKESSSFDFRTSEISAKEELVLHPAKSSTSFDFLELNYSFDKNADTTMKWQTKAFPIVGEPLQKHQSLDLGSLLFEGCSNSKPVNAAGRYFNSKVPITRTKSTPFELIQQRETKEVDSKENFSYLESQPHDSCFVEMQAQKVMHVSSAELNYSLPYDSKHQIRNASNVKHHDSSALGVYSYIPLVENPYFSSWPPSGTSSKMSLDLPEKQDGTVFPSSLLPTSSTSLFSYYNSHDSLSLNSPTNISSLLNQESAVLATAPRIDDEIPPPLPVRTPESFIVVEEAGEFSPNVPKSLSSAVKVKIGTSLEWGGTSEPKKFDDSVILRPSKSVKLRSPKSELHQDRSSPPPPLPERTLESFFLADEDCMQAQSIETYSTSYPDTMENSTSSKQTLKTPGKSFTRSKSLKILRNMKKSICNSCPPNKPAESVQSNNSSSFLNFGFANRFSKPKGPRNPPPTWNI
Starred values were filed as active, the others as inactive; · = not tested or not shown; [ ] = another dose, or the depositor's remark. A portion of the library (hit frequency here may not be typical).

| SMILES | Candida biofilm | Smad3 FoxH1 inh | HUVEC tox IL1B | VCAM1 TNFa inh | cytoskel mod | MT1-MMP txn act | HUVEC tox TNFa | hDAT+cocaine | PTPN22 inh 2 |
| --- | --- | --- | --- | --- | --- | --- | --- | --- | --- |
| COC(=O)Cc1cc(=O)[nH]c(/N=C(\N)Nc2ccccc2C)n1 | 2 | -27 | -19 | -10 | 6 | 1.2 | -32 | 0.9 | 8 |
| CCOc1ccc(CCNC(=O)c2cc3ccccn3n2)cc1OCC | 1 | 6 | -14 | 30 | 5 | · | -16 | -0.16 | -4 |
| CCCS(=O)(=O)N1CCC(C(=O)NCCc2ccc(C)cc2)CC1 | 7 | 1 | -30 | -3 | 9 | 1.1 | -19 | 1.1 | 11 |
| O=C(CCN1CCN(c2ccc(F)cc2)CC1)Nc1ccc(F)cc1 | -4 | -8 | -26 | 27 | 4 | 1.3 | -31 | 0.14 | -5 |
| CCCCNC(=O)c1cnc2n(c1=O)CCS2 | · | · | -8 | 24 | 3 | 1.1 | 18 | 0.13 | -3 |
| C1CCC(NC2=NCCC2)CC1 | 9 | 5 | -8 | -1 | -1 | 1.1 | 4 | -0.2 | 12 |
| CCc1nnc(NC(=O)C2CC(=O)N(Cc3ccco3)C2)s1 (stereo unspecified) | -3 | 3 | -14 | 23 | -3 | 1.4 | 42 | 0.3 | 7 |
| CC(=O)c1ccc(NC(=O)C2CCCN2S(=O)(=O)c2ccc(F)cc2)cc1 (stereo unspecified) | 6 | -3 | 13 | -1 | 9 | 1 | -36 | -0.48 | -10 |
| O=C(O)CCC1=C2c3ccccc3CCN2C(=O)CC1 | 6 | -6 | -30 | · | · | 1.2 | · | -0.25 | 2 |
| CCOC(=O)c1c(CN2CCCCC2)n(C)c2cc(Br)c(OC)cc12 | 7 | 7 | -7 | 0 | 4 | 1.2 | -16 | -0.57 | -23 |
| COC(=O)C1=C(C)N=C2SC(C)C(=O)N2C1/C=C/c1ccccc1 (stereo unspecified) | 5 | -1 | -8 | 6 | -22 | 1.1 | -11 | -0.14 | 9 |
| Cc1ccc(/C=C/C(=O)c2nc3ccccc3[nH]2)cc1 | · | · | -16 | -4 | 19 | · | -6 | -0.15 | 4 |
| O=C(c1cccs1)N(CC1CCCO1)c1nc(-c2ccccc2)cs1 (stereo unspecified) | 1 | 8 | -14 | 21 | 5 | 1.2 | -6 | 0.65 | -4 |
| Cc1c2c([n+]3n1CCC3)CC(C)(C)CC2=O | -1 | 2 | · | · | · | 1.3 | · | -0.086 | · |
| O=C(CCn1nnc2ccccc21)Nc1nnc(-c2ccccc2F)s1 | -1 | -11 | -148 | -3 | 13 | 1.1 | -20 | 1.4 | 6 |
| CCCNC(=O)c1ccccc1NC(=O)CN(c1ccccc1OCC)S(C)(=O)=O | 8 | 15[fluorescence artefact?] | 4 | 1 | 13 | 1.2 | -2 | 1.1 | 0 |
| Cc1ccc(C(=O)CS(C)(=O)=O)cc1 | 9 | -11 | -14 | -35 | 14 | 1.1 | · | -0.71 | 1 |
| Cn1c(=O)n(CCc2ccccc2)c(=O)c2c1nc1n2CCCN1Cc1ccccc1 | 4 | -2 | -4 | -17 | -1 | 1 | -44 | -0.26 | 0 |
| Cc1ccc(O)c(C(=O)CC(=O)c2cccc(F)c2)c1 | 5 | 4 | · | · | · | 1.2 | · | -0.029 | · |
| COCCCN1C(=O)C(O)=C(C(C)=O)C1c1cccc(F)c1 (stereo unspecified) | -1 | 2 | 11 | 11 | -1 | 1.2 | -6 | -0.54 | 5 |
| COc1ccc(NC(=O)Nc2ccc(F)cc2F)c(C)c1 | 7 | 12 | -21 | 10 | -4 | · | -12 | 0.17 | 8 |
| FC(F)Oc1ccc(NC(=S)NCc2ccccc2)cc1Cl | · | · | -18 | 22 | 5 | · | 0 | -0.89 | -16 |
| CC12CCC(C(=O)N3CCN(Cc4ccccc4)CC3)(OC1=O)C2(C)C (stereo unspecified) | 8 | -12 | -1 | 25 | -6 | 1 | 13 | 0.17 | -13 |
| Clc1ccc(CN2CCCCCCC2)cc1Cl | · | · | -13 | 6 | -16 | · | -7 | 0.00051 | -9 |
| O=C(O)c1cccc(Cn2cc(Br)cn2)c1 | 7 | 9 | -15 | -11 | -4 | 1 | 11 | -0.43 | -3 |
| COc1ccc(CNc2oc(COc3ccc(Cl)cc3)nc2C#N)cc1 | 2 | 12[fluorescence artefact?] | 7 | 1 | -2 | 1.1 | 0 | -1.1 | -2 |
| COc1cc(OC)cc(C(=O)NC(=S)N2CCN(c3ccc(C(F)(F)F)cc3[N+](=O)[O-])CC2)c1 | · | · | -20 | 10 | -8 | · | -5 | -0.074 | 2 |
| COC(=O)/C(C(C)=O)=C(\C=C\N(C)C)N(C)C | 3 | -3 | 6 | 4 | · | 1 | -16 | -1.4 | 4 |
| COc1cc(/C=N/n2c(SC)nnc(C(C)(C)C)c2=O)ccc1O | 6 | 3 | -29 | -20 | 14 | 1.1 | -26 | -0.82 | 8 |
| O=C(c1cccnc1)N1CCN(c2c(Cl)cccc2[N+](=O)[O-])CC1 | · | · | -19 | -5 | -17 | · | -42 | 0.82 | -13 |
| O=C(O)C1CC(=O)N(c2ccc3c(c2)OCCO3)C1 (stereo unspecified) | · | · | -3 | 5 | -5 | · | -11 | -0.084 | 0 |
| c1coc(C2Nc3ccccc3-c3nc4ccccc4n32)c1 (stereo unspecified) | 1 | 8 | · | · | · | 1.3 | · | -0.094 | · |
| CCOC(=O)c1ccc(NC(=O)CSc2nnc(C3CC3)n2C)cc1 | -2 | 8 | 0 | 10 | 10 | 1.2 | -22 | 0.049 | 1 |
| CCOC(=O)c1ccc(NCc2ccc(N(C)C)cc2)cc1 | 8 | 7 | 1 | -13 | -17 | 1.1 | -10 | -1.4 | 4 |
| COc1ccc(N(CC(=O)NCc2cccc(OC)c2)S(=O)(=O)c2c(C)noc2C)cc1 | 8 | 5 | -30 | -36 | -18 | 1.2 | -17 | -0.48 | -1 |
| CCC(=O)N1c2ccc(C)cc2C2=NNC(=S)NC21O (stereo unspecified) | · | · | -5 | 20 | -16 | · | 3 | -0.72 | -6 |
| CCSc1ncc(/C=N/Nc2ccc(F)cc2)n1C | · | · | -32 | 27 | -10 | · | 0 | 0.91 | -6 |
| CCOC(=O)Cc1cc(=O)n2[nH]c(C)c(C#N)c2n1 | 2 | -1 | -21 | -22 | 3 | 1.4 | -24 | -0.051 | -2 |
| Cc1ccc(NC(=O)c2ocnc2C)cc1Cl | 8 | 14[fluorescence artefact?] | 15 | 36 | 7 | 1.6 | 2 | 0.7 | -2 |
| CC(=O)NC(CCS(C)(=O)=O)C(=O)Nc1cc(C)on1 (stereo unspecified) | 9 | -6 | 5 | 21 | 2 | 1.1 | -11 | 0.79 | 0 |
| Cn1nnc2cc(C(=O)N3CCSCC3)ccc21 | 6 | -12 | 7 | 5 | 4 | 0.9 | -7 | 0.33 | 8 |
| CN(c1ccc(C(=O)NCC2CCCO2)cc1)S(=O)(=O)c1ccccc1 (stereo unspecified) | -1 | -10 | 7 | 27 | -9 | 1 | -4 | -0.26 | 3 |
| Cc1c(C(=O)N2CCCC2)oc2c1-c1[nH]ncc1CC2 | 6 | -8 | · | · | · | 1.2 | · | 0.97 | · |
| COc1ccccc1-c1noc(-c2ccccc2C(=O)N2CCOCC2)n1 | 8 | 6 | 5 | 19 | 27 | 1.1 | -24 | 0.0044 | -14 |
| C/C(=N\OCC(=O)N/N=C/c1ccccc1)c1cccs1 | 1 | -2 | 11 | 9 | -1 | 1 | -6 | 0.35 | -9 |
| C=CCn1c2ccccc2c2nnc(SC(CC)C(=O)Nc3nc(C)c(C(=O)OCC)s3)nc21 (stereo unspecified) | 7 | 2 | 10 | -10 | 15 | 1 | -21 | · | 1 |
| CC(C)CCNC(=O)C(c1cccnc1)N(Cc1ccccc1)C(=O)Cn1nnc2ccccc21 (stereo unspecified) | 6 | 9 | -20 | 5 | -7 | 1.3 | -1 | 0.56 | 8 |
| O=C(Nc1cccnc1)Nc1ccc2c(c1)OCO2 | 3 | 5 | 5 | 17 | 12 | 1.4 | -34 | -0.13 | -7 |

An excerpt from above in order of the Smad3 FoxH1 inh value, highest first.
Structure,Smad3 FoxH1 inh,VCAM1 TNFa inh,cytoskel mod,MT1-MMP txn act,hDAT+cocaine,PTPN22 inh 2
C=CCn1c2ccccc2c2nnc(SC(CC)C(=O)Nc3nc(C)c(C(=O)OCC)s3)nc21 (stereo unspecified),2,-10,15,1,·,1
C/C(=N\OCC(=O)N/N=C/c1ccccc1)c1cccs1,-2,9,-1,1,0.35,-9
Cc1c(C(=O)N2CCCC2)oc2c1-c1[nH]ncc1CC2,-8,·,·,1.2,0.97,·

The listing continues.
| SMILES | Candida biofilm | Smad3 FoxH1 inh | HUVEC tox IL1B | VCAM1 TNFa inh | cytoskel mod | MT1-MMP txn act | HUVEC tox TNFa | hDAT+cocaine | PTPN22 inh 2 |
| --- | --- | --- | --- | --- | --- | --- | --- | --- | --- |
| Cc1noc(C)c1COC(=O)c1ccc2ccccc2n1 | 10 | 7 | 11 | -6 | 48 | 1.2 | -17 | -0.00072 | 5 |
| CCN(CC)Cc1cc(NC2=NS(=O)(=O)c3ccccc32)ccc1OC(=O)C(C)C | 2 | 6 | 14 | -1 | · | 1.1 | -36 | -0.0095 | 8 |
| CCOC(=O)Cn1c(CN2CCN(C(c3ccccc3)c3ccccc3)CC2)nc2c1c(=O)n(C)c(=O)n2C | · | · | -1 | -4 | 12 | · | -32 | 1.1 | 2 |
| CN(C)CCCNC(=O)c1ccc(Cl)c(S(=O)(=O)N(C)c2ccccc2)c1 | · | · | -1 | -11 | 1 | · | -2 | 0.57 | 0 |
| Cc1ccc2c(c1)[C@@H]1CN(C)CC[C@@H]1N2S(=O)(=O)c1ccc([N+](=O)[O-])cc1 | 5 | 1 | -7 | 20 | 1 | 1.1 | -12 | -0.57 | 12 |
| COc1ccc(-c2nnc(SCC(=O)Nc3nc4ccccc4s3)n2C)cc1 | 3 | -2 | 0 | 0 | -10 | 1.1 | -2 | · | -6 |
| N#C/C(=C\c1ccc[nH]1)S(=O)(=O)c1ccccc1 | 9 | 2 | -13 | -8 | 18 | 1.1 | -8 | -1.8 | -5 |
| O=c1nc(NCc2ccccc2Cl)cn[nH]1 | -3 | -6 | 13 | -13 | -5 | 1.1 | 2 | -0.083 | -4 |
| COc1ccc(C(=O)OCC(=O)Nc2cc(C)on2)cc1S(=O)(=O)N1CCOCC1 | 5 | -9 | -6 | 8 | 9 | 1.1 | -20 | 0.18 | 4 |
| Cc1ccc(C)c(NC(=S)NNC(=O)c2csc(C(C)C)c2)c1 | 9 | 5 | 21 | 15 | -3 | 1.3 | -14 | 0.2 | -13 |
| O=C(NCc1ccccc1)N(Cc1cc2cc3c(cc2[nH]c1=O)OCCO3)CC1CCCO1 (stereo unspecified) | 10 | 1 | 23 | -2 | 39 | 1.2 | -31 | 1 | 3 |
| CCOc1ccc(S(=O)(=O)NCc2cccs2)cc1 | 5 | 11 | -29 | 5 | 6 | 1.1 | -7 | 1.3 | 2 |
| CCOc1ccc(OC(=O)NC(c2ccccc2)C(Cl)(Cl)Cl)cc1 (stereo unspecified) | · | · | 9 | 0 | -21 | · | 3 | 0.0029 | 3 |
| COc1ccc(-c2c(NC(=O)c3ccco3)n(C)c3ccccc3c2=O)cc1 | 8 | 0 | 3 | 2 | 13 | 1.2 | -9 | -0.48 | 4 |
| COCc1cc(C)nc(OCC(=O)N/N=C/c2ccc(-c3cc([N+](=O)[O-])ccc3C)o2)c1C#N | · | · | -27 | -9 | 4 | · | 6 | 0.56 | 12 |
| COC(=O)c1ccccc1NC(=O)Oc1ccc(C(C)C)cc1 | · | · | 12 | -6 | -25 | · | 7 | -0.28 | -6 |
| NC(=O)CSc1nnc2n(-c3ccccc3)c(=O)c3c4c(sc3n12)CCCCC4 | 6 | 5 | · | · | · | 1.2 | · | -1 | · |
